Screening data deposited in PubChem BioAssay by Broad Institute.
NSD2 block: NSD2 (human) methyltransferase inhibition; 44,000 tested, 0.07% active; O96028; inhibition, % at 12.5 µM; NSD2-SET H3K36me1 DELFIA fluorescence, biochemical; in the data active = inhibition above about 54%, passing the limit was not always enough;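 note: inhibitors reduce the monomethyl H3K36 fluorescence signal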
Target sequence (O96028 whole entry, looked up): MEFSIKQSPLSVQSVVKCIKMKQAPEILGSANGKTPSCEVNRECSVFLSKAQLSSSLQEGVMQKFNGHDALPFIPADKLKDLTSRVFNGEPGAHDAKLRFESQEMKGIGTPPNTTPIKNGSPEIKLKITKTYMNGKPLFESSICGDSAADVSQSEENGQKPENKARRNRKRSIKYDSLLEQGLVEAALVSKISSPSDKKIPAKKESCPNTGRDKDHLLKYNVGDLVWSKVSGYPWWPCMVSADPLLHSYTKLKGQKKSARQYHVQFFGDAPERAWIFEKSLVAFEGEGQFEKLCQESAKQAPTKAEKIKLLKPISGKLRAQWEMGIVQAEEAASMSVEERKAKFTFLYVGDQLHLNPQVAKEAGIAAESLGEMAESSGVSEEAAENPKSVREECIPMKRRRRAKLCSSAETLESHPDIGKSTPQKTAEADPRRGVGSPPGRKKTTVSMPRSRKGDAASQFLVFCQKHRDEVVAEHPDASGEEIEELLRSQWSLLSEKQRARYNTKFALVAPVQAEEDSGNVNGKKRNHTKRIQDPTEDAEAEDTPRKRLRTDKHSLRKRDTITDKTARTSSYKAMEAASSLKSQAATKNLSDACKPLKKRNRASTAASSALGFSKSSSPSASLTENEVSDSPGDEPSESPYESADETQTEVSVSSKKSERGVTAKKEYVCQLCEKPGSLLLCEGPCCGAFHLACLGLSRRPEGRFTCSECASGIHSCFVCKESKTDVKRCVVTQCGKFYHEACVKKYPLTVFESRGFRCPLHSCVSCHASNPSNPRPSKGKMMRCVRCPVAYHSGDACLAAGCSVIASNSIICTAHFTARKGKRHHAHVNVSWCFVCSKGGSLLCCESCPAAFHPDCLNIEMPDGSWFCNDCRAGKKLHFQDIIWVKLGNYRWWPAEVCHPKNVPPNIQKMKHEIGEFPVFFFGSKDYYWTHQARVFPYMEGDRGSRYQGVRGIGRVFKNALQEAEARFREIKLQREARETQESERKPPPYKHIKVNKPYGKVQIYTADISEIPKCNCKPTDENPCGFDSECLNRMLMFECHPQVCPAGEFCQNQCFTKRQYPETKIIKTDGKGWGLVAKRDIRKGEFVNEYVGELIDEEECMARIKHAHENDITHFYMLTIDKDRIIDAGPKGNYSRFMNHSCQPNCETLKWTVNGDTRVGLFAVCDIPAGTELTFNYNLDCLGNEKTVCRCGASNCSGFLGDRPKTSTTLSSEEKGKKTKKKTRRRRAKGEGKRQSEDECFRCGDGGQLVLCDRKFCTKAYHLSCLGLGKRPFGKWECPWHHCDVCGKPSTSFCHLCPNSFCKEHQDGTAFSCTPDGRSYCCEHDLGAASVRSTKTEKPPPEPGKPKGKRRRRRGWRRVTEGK
* marks the source's active call; other numbers are inactive results; i = inactive. An excerpt (hit frequency here may not be typical).

molecule,NSD2 block
C[C@@H]1CN([C@@H](C)CO)C(=O)c2cccc(NC(=O)c3cnccn3)c2O[C@H]1CN(C)Cc1ccc(Cl)c(Cl)c1,1.9
C[C@@H]1CCCCO[C@H](CN(C)Cc2ccc(C(F)(F)F)cc2)[C@@H](C)CN([C@@H](C)CO)C(=O)c2cc(NC(=O)c3ccncc3)ccc2O1,-17.8
CCCN(C)C[C@@H]1Oc2ncc(C#CC3CCCCC3)cc2C(=O)N([C@H](C)CO)C[C@H]1C,-0.9
C[C@@H]1CN([C@H](C)CO)C(=O)c2cccc(NC(=O)Nc3cccc4ccccc34)c2O[C@@H]1CN(C)S(=O)(=O)c1cn(C)cn1,-2.8
C[C@@H]1CN([C@H](C)CO)C(=O)c2cc(NC(=O)Cc3cn(C)c4ccccc34)ccc2O[C@H]1CN(C)Cc1ccc(C(=O)O)cc1,2.8
C[C@@H]1CN([C@@H](C)CO)C(=O)c2cccc(NC(=O)Nc3ccc4c(c3)OCO4)c2O[C@@H]1CN(C)Cc1ccc(-c2ccccc2)cc1,-0.5
COc1ccc(S(=O)(=O)N(C)C[C@H]2Oc3ccc(NS(=O)(=O)c4cccs4)cc3CC(=O)N([C@H](C)CO)C[C@@H]2C)cc1,4.5
CC(C)NC(=O)N(C)C[C@H]1Oc2ccc(NC(=O)Cc3ccccc3)cc2C(=O)N([C@H](C)CO)C[C@H]1C,2.7
CCCC1=CC(=O)C(O)C1O (configuration not stated),3.1
CCCC(O)C#Cc1cnc2c(c1)C(=O)N([C@H](C)CO)C[C@H](C)[C@H](CN(C)C(=O)NC1CCCCC1)O2 (some centres not stated),-3.6
C[C@@H]1CN([C@H](C)CO)C(=O)c2cc(NS(=O)(=O)c3ccc(F)cc3)ccc2O[C@@H](C)CCCCO[C@@H]1CN(C)S(C)(=O)=O,-3.0
C[C@@H]1CN([C@@H](C)CO)C(=O)c2cc(C#CC3(O)CCCC3)cnc2O[C@H]1CN(C)C(=O)CN(C)C,3.9
COc1ccc(S(=O)(=O)N(C)C[C@@H]2Oc3c(NC(=O)NC(C)C)cccc3C(=O)N([C@@H](C)CO)C[C@@H]2C)cc1,2.4
CCCc1c(C(=O)O)c(O)cc2c1C(=O)c1c(O)cccc1C2=O,1.1
C[C@H]1CCCCO[C@@H](CN(C)C(=O)Nc2ccc3c(c2)OCO3)[C@@H](C)CN([C@@H](C)CO)C(=O)c2cc(NC(=O)Cc3ccccc3)ccc2O1,1.7
COc1ccc(NC(=O)N(C)C[C@H]2OCCCC[C@H](C)Oc3ccc(NS(=O)(=O)c4ccc(F)cc4)cc3C(=O)N([C@@H](C)CO)C[C@H]2C)cc1,-0.4
C[C@H](CO)N1C[C@H](C)[C@@H](CN(C)C(=O)NC2CCCC2)Oc2cc(-c3cncnc3)ccc2S1(=O)=O,1.6
COc1ccc(NC(=O)N(C)C[C@H]2Oc3ncc(C#CC(C)C)cc3C(=O)N([C@H](C)CO)C[C@@H]2C)cc1,2.4
CCCN(C)C[C@@H]1Oc2cc(C#CCC(C)C)ccc2S(=O)(=O)N([C@H](C)CO)C[C@@H]1C,-2.1
COc1ccc(S(=O)(=O)N(C)C[C@@H]2Oc3ccc(NC(=O)Nc4c(C)noc4C)cc3C(=O)N([C@@H](C)CO)C[C@H]2C)cc1,-1.3
Cc1noc(C)c1NC(=O)N(C)C[C@H]1Oc2ccc(NS(=O)(=O)c3cccs3)cc2C(=O)N([C@H](C)CO)C[C@H]1C,-0.8
O=C(C[C@@H]1CC[C@H](NS(=O)(=O)c2ccccc2F)[C@@H](CO)O1)NCCCN1CCOCC1,11.9
CCCN(CC1CC1)c1nc(C)nc(Nc2c(Cl)cc(Cl)cc2Cl)c1Cl,-1.1
C[C@H]1CN([C@@H](C)CO)S(=O)(=O)c2ccc(-c3cccnc3)cc2O[C@H]1CN(C)C(=O)c1cccc(F)c1,-2.2
Cc1ccc(S(=O)(=O)Nc2ccc3c(c2)CC(=O)N([C@H](C)CO)C[C@@H](C)[C@H](CN(C)S(=O)(=O)c2cn(C)cn2)O3)cc1,-6.2
C/C=C/c1ccc2c(c1)O[C@H](CN(C)C(=O)CC1CC1)[C@@H](C)CN([C@H](C)CO)S2(=O)=O,2.3
COc1ccc(NC(=O)Nc2ccc3c(c2)C(=O)N([C@H](C)CO)C[C@@H](C)[C@H](CN(C)C)O3)cc1,6.1
C[C@H]1CCCCO[C@H](CN(C)S(=O)(=O)c2ccc(F)cc2)[C@@H](C)CN([C@@H](C)CO)C(=O)c2cc(NS(=O)(=O)c3ccc(F)cc3)ccc2O1,0.5
O=C(C[C@H]1C[C@H]2c3cc(NS(=O)(=O)c4ccc(F)cc4)ccc3O[C@H]2[C@@H](CO)O1)NCc1cccc(F)c1,-5.6
Cc1cc(C)n(-c2nc3cc(Cl)c(Cl)cc3n3c(C)nnc23)n1,-0.7

Some of these compounds in order of the NSD2 block value, highest first.
molecule,NSD2 block
CC(C)NC(=O)N(C)C[C@H]1Oc2ccc(NC(=O)Cc3ccccc3)cc2C(=O)N([C@H](C)CO)C[C@H]1C,2.7
C[C@H](CO)N1C[C@H](C)[C@@H](CN(C)C(=O)NC2CCCC2)Oc2cc(-c3cncnc3)ccc2S1(=O)=O,1.6
C[C@H]1CCCCO[C@H](CN(C)S(=O)(=O)c2ccc(F)cc2)[C@@H](C)CN([C@@H](C)CO)C(=O)c2cc(NS(=O)(=O)c3ccc(F)cc3)ccc2O1,0.5

The list goes on:
molecule,NSD2 block
O=C(C[C@H]1C[C@H]2c3cc(NC(=O)Nc4ccccc4)ccc3O[C@H]2[C@H](CO)O1)NCc1ccncc1,-1.7
C[C@@H]1CN([C@H](C)CO)C(=O)c2cccc(NC(=O)c3cnccn3)c2O[C@H]1CN(C)Cc1ccc(C(=O)Nc2ccccc2N)cc1,-3.1
C[C@H]1CN([C@@H](C)CO)C(=O)c2cccc(NC(=O)C3CCOCC3)c2O[C@H]1CN(C)Cc1ccc(C(=O)O)cc1,-9.5
CNC[C@H]1OCCCC[C@H](C)Oc2ccc(NC(=O)C3CCCCC3)cc2C(=O)N([C@H](C)CO)C[C@@H]1C,-0.7
CC(=O)N(C)C[C@@H]1Oc2cc(-c3cncnc3)ccc2S(=O)(=O)N([C@H](C)CO)C[C@H]1C,1.7
C/C=C/c1ccc2c(c1)O[C@@H](CN(C)C(=O)C1CCCCC1)[C@H](C)CN([C@H](C)CO)S2(=O)=O,-0.6
Cc1noc(C)c1S(=O)(=O)Nc1ccc2c(c1)C(=O)N([C@@H](C)CO)C[C@@H](C)[C@H](CN(C)S(=O)(=O)c1ccc(Cl)cc1)O2,-0.8
CNC[C@@H]1Oc2ccc(NC(=O)C3CC3)cc2C(=O)N([C@H](C)CO)C[C@@H]1C,-0.6
CNC[C@@H]1Oc2ccc(NC(=O)c3ccncc3)cc2C(=O)N([C@H](C)CO)C[C@@H]1C,3.7
C[C@H](CO)N1C[C@H](C)[C@H](CN(C)Cc2ccncc2)OCc2ccccc2-c2ccccc2C1=O,-2.5
CC(C)OC(=O)N(C)C[C@H]1OCc2ccccc2-c2ccccc2C(=O)N([C@H](C)CO)C[C@H]1C,4.9
COC(=O)CSc1nc(C)cc(C)n1,14.7
C[C@@H]1CN([C@@H](C)CO)C(=O)c2cc(-c3ccncc3)cnc2O[C@@H]1CN(C)C(=O)CN1CCOCC1,-49.2
C[C@H]1CN([C@@H](C)CO)C(=O)c2cc(C#CC(C)(C)O)cnc2O[C@H]1CN(C)C(=O)CC1CC1,-3.2
C[C@H](CO)N1C[C@H](C)[C@H](CN(C)Cc2ccncc2)Oc2c(NC(=O)Nc3ccc4c(c3)OCO4)cccc2C1=O,2.1
C[C@@H]1CCCCO[C@@H](CN(C)S(=O)(=O)c2cn(C)cn2)[C@H](C)CN([C@H](C)CO)C(=O)c2cc(NS(=O)(=O)c3ccccc3)ccc2O1,-0.5
CC(C)NC(=O)N(C)C[C@H]1Oc2ccc(NC(=O)Nc3ccc(C(F)(F)F)cc3)cc2C(=O)N([C@@H](C)CO)C[C@H]1C,-12.2
CCN1C(=O)C=CC1=O,-1.8
COc1ccc(C#Cc2ccc3c(c2)O[C@H](CN(C)C)[C@@H](C)CN([C@H](C)CO)S3(=O)=O)cc1,2.0
Cc1ccccc1-c1ccc2c(c1)O[C@@H](CN(C)C(=O)Nc1ccc(F)cc1)[C@H](C)CN([C@H](C)CO)S2(=O)=O,-1.0

An excerpt from above in order of molecular weight, smallest number first:
molecule,NSD2 block
CNC[C@@H]1Oc2ccc(NC(=O)C3CC3)cc2C(=O)N([C@H](C)CO)C[C@@H]1C,-0.6
COc1ccc(C#Cc2ccc3c(c2)O[C@H](CN(C)C)[C@@H](C)CN([C@H](C)CO)S3(=O)=O)cc1,2.0
C[C@@H]1CN([C@H](C)CO)C(=O)c2cc(NS(=O)(=O)c3ccc(F)cc3)ccc2O[C@@H](C)CCCCO[C@@H]1CN(C)S(C)(=O)=O,-3.0
COc1ccc(NC(=O)N(C)C[C@H]2OCCCC[C@H](C)Oc3ccc(NS(=O)(=O)c4ccc(F)cc4)cc3C(=O)N([C@@H](C)CO)C[C@H]2C)cc1,-0.4

Next part.
molecule,NSD2 block
Cc1ccc(S(=O)(=O)N(C)C[C@@H]2Oc3ccc(NC(=O)c4ccncc4)cc3CC(=O)N([C@H](C)CO)C[C@H]2C)cc1,2.7
C[C@H](CO)N1C[C@H](C)[C@H](CN(C)C(=O)c2ccc3c(c2)OCO3)Oc2ncc(/C=C/c3ccccc3)cc2C1=O,6.5
C[C@H]1CN([C@@H](C)CO)C(=O)CCCn2cc(nn2)CO[C@H]1CN(C)C(=O)Nc1ccc(C(C)(C)C)cc1,-0.7
O=C(C[C@@H]1CC[C@H](NC(=O)CN2CCOCC2)[C@H](CO)O1)NCCc1ccncc1,-1.3
CCCC#Cc1cnc2c(c1)C(=O)N([C@@H](C)CO)C[C@H](C)[C@H](CN(C)C(=O)c1cccc(F)c1)O2,-2.3
COc1ccc(S(=O)(=O)N(C)C[C@H]2Oc3c(NS(=O)(=O)c4cccs4)cccc3C(=O)N([C@@H](C)CO)C[C@H]2C)cc1,-3.7
C[C@@H]1CCCCO[C@H](CN(C)C(=O)c2ccccc2)[C@@H](C)CN([C@@H](C)CO)C(=O)c2cc(NS(=O)(=O)c3cn(C)cn3)ccc2O1,0.3
C[C@@H]1CN([C@@H](C)CO)C(=O)c2cccc(NC(=O)c3nc4ccccc4s3)c2O[C@H]1CN(C)S(=O)(=O)c1ccccc1,0.8
CNC[C@H]1Oc2ccc(NC(=O)CCN3CCOCC3)cc2C(=O)N([C@H](C)CO)C[C@H]1C,-1.6
COc1cccc(-c2cnc3c(c2)C(=O)N([C@H](C)CO)C[C@H](C)[C@@H](CN(C)CC2CCOCC2)O3)c1,-5.5

More structures
smiles | NSD2 block
O=C(C[C@H]1C=C[C@H](NC(=O)CC2CC2)[C@H](CO)O1)NCc1ccc(-c2ccccc2)cc1 | -0.1
Cc1ccc(-c2ccc3c(c2)O[C@@H](CN(C)C)[C@H](C)CN([C@@H](C)CO)S3(=O)=O)cc1 | 1.9
COc1ccc(CN(C)C[C@H]2Oc3ccc(NC(=O)Cc4ccccc4)cc3C(=O)N([C@H](C)CO)C[C@@H]2C)cc1 | 2.7
COc1ccc(C#Cc2ccc3c(c2)O[C@@H](CN(C)S(=O)(=O)c2ccccc2F)[C@@H](C)CN([C@H](C)CO)S3(=O)=O)cc1 | -3.7
C[C@H]1CN([C@@H](C)CO)C(=O)c2ccccc2-c2ccccc2CO[C@@H]1CN(C)C(=O)Nc1cccc(F)c1 | 2.9
C[C@H](CO)N1C[C@H](C)[C@H](CN(C)C(=O)CCC(F)(F)F)OCCCC[C@H](C)Oc2ccc(NC(=O)c3ccccc3)cc2C1=O | -0.8
CCO[C@@H]1OC(C(=O)O)=C[C@H](C)[C@H]1CCCO | -0.7
COc1ccc(NC(=O)Nc2ccc3c(c2)C(=O)N([C@@H](C)CO)C[C@@H](C)[C@H](CN(C)Cc2ccc(Cl)c(Cl)c2)OCCCC[C@@H](C)O3)cc1 | 2.9
C[C@@H]1CCCCO[C@@H](CN(C)C(=O)Nc2cccc3ccccc23)[C@H](C)CN([C@@H](C)CO)C(=O)c2cc(NC(=O)Cc3ccccc3)ccc2O1 | 1.9
C[C@@H]1CN([C@H](C)CO)C(=O)c2cc(C#CC3CC3)cnc2O[C@H]1CN(C)Cc1ccccc1C(=O)O | -0.8
O=C(N[C@H]1C=C[C@H](CC(=O)N2CCOCC2)O[C@H]1CO)c1ccc2c(c1)OCO2 | -0.4
COCC(=O)N(C)C[C@@H]1Oc2ncc(-c3ccccc3F)cc2C(=O)N([C@@H](C)CO)C[C@@H]1C | -9.4
Cc1cc(C(=O)Nc2cccc3c2O[C@H](CN(C)Cc2ccc(C(F)(F)F)cc2)[C@H](C)CN([C@@H](C)CO)C3=O)n(C)n1 | 1.6
C[C@@H]1CN([C@@H](C)CO)C(=O)c2cc(NS(=O)(=O)c3ccc(Cl)cc3)ccc2O[C@H]1CN(C)C(=O)Nc1cccc2ccccc12 | 2.6
Cc1ccc(S(=O)(=O)Nc2ccc3c(c2)C(=O)N([C@H](C)CO)C[C@@H](C)[C@@H](CN(C)C(=O)Nc2cccc4ccccc24)OCCCC[C@@H](C)O3)cc1 | -4.4
C[C@H](CO)N1C[C@H](C)[C@H](CN(C)CC2CC2)Oc2ccc(NC(=O)CCC(F)(F)F)cc2C1=O | i
C=CC1C2C(C)=CC(C3C(=O)N(C)C(=O)C32)N1Cc1ccc(OC)cc1 (configuration not stated) | 2.1
C[C@H]1CN([C@@H](C)CO)C(=O)c2cc(-c3ccc(F)cc3)cnc2O[C@@H]1CN(C)Cc1ccc(C(=O)O)cc1 | -0.1
C[C@H]1CN([C@@H](C)CO)C(=O)c2cc(NC(=O)CCCCCC(=O)Nc3ccccc3N)ccc2O[C@@H]1CN(C)S(C)(=O)=O | 3.3
COc1ccc(CN(C)C[C@H]2Oc3ccc(NS(=O)(=O)c4ccccc4)cc3C(=O)N([C@H](C)CO)C[C@H]2C)cc1 | 3.5
Cc1ccc(-c2ccc3c(c2)O[C@H](CN(C)CC2CC2)[C@H](C)CN([C@H](C)CO)S3(=O)=O)cc1 | 10.0
O=C(O)c1ccc(/C=N/NC(=O)c2cccc(C(=O)NO)c2)cc1 | 3.2
C[C@@H]1CN([C@@H](C)CO)C(=O)c2cc(C#CCN(C)C)cnc2O[C@H]1CN(C)Cc1ccc(C(=O)O)cc1 | 9.3
C[C@@H]1CN([C@@H](C)CO)C(=O)Cc2cc(NS(=O)(=O)c3ccccc3)ccc2O[C@H]1CN(C)Cc1ccc(C(=O)O)cc1 | 6.2
